Compound activity (PubChem)
RAD52 anneal inh: RAD52 DNA annealing inhibitors, primary screen, biochemical, FRET, single point, set 2 | DNA repair protein RAD52 homolog (Homo sapiens), P43351 | recombinant RAD52 DNA annealing, FRET fluorescence | inhibition, % at 18.7 µM | 0.46% of 360,000 active;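 active = every replicate showing at least 50% inhibition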
Target sequence (P43351 whole entry, looked up): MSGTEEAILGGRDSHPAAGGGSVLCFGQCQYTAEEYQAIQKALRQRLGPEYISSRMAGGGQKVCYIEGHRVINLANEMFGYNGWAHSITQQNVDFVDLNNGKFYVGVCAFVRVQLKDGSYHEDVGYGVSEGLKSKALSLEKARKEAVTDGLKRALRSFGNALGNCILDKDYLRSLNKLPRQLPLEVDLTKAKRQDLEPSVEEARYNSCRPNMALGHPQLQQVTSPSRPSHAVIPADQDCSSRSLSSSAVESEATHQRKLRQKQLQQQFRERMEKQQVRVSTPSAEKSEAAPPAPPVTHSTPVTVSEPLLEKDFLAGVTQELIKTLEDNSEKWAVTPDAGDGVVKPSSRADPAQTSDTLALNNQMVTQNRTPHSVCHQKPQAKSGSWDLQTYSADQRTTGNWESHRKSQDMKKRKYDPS
ERAP1 HTS inh: human ERAP1 aminopeptidase inhibitors, primary screen, biochemical, single point, plate reader; Endoplasmic reticulum aminopeptidase 1 (Homo sapiens), Q9NZ08; recombinant ERAP1, Leu-AMC fluorescence, 60 min; inhibition, % at 10.7 µM; 0.15% of 340,000 active; AID 652197, 2013;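 active = mean replicate inhibition of at least 30%, or all replicates individually reaching that 30% level; inactive = mean below 30% and not every replicate reaching it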;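 note: 0% = neutral control wells and 100% = L-leucinethiol positive control wells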
GSIS activator: GLuc luminescence reporter in INS-1E cells, primary screen for activators of glucose-dependent secretion of insulin; AID 743287, 2014; 0.61% of 370,000 active; INS-1E GLuc reporter insulin secretion, 2-3 h; activation, % at 16.6 µM;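 active = lowest replicate activation of at least 40%, so every replicate reaches that level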;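 note: 0% = median of neutral control wells and 100% = median of IBMX positive control wells; some compounds called inactive have numbers as strong as hits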
esBAF inh: Bmi1 luciferase reporter increase in mESCs, primary screen, esBAF inhibitor project, mouse ES cells, Bmi1 luciferase knock-in, single point; AID 602393, 2012; 2% of 350,000 active; 24 h; 100% = twice the neutral-well signal; reporter increase, % at 12.5 µM; in the data active = activation above about 40%;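 note: 0% = median of the plate's neutral control wells and 100% = double that signal; a rise in the Bmi1 reporter signal indicates esBAF inhibition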
ARNT TACC3 PPI: disruptors of ARNT/TACC3 protein interaction, primary screen, biochemical, AlphaScreen, single concentration; Transforming acidic coiled-coil-containing protein 3 (Homo sapiens), Q9Y6A5; AlphaScreen His-ARNT PAS-B/GST-TACC3 binding, luminescence; TACC3 fragment carries E629A point mutation; 0.66% of 390,000 active; inhibition, % at 9.99 µM; AID 623870, 2012;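 active = mean inhibition of replicates at least 50% and at least half of replicates each reaching 50%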;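 note: 0% = complete ARNT plus TACC3 wells and 100% = ARNT alone without TACC3; many hits fall short of the cut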
Xi reactivation: activators of inactive X chromosome reactivation, primary screen, imaging, XiGFP fibroblasts, GFP high-content imaging, set 2; XiGFP mouse fibroblasts, % GFP-positive cells imaging, 3 d; cells co-treated with 5-aza-dC sensitizer; scaled so ellipticine positive control = 100%; 0.055% of 360,000 active; activation, % at 7.58 µM; AID 743238, 2013;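 active = mean normalized replicate activation at least 10% and every replicate at or above 10%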;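 note: 0% = median of on-plate neutral control wells and 100% = ellipticine 6 µM median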
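Material: XiGFP fibroblasts, SV40-immortalized. Buffer or medium: DMEM plus 5-aza-dC sensitizer. Compound: single concentration per compound, delivered by pin transfer. Times: 3 days compound exposure. Controls: ellipticine 6 µM.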
CFTR F508del cor: F508del CFTR correction, initial screen, CFBE line, single point; activity (quench increase), % at 7.58 µM; CFBE cells, YFP halide quenching; stimulated with forskolin plus potentiator P3; % fluorescence drop versus neutral controls; AID 720511, 2013; 0.36% of 350,000 active;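 active = mean added fluorescence quench of at least 8% versus neutral control, with both replicates also reaching 8%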;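 note: cells transiently co-express mutant CFTR-F508del with the halide-sensitive YFP; corrector assay measuring rescue of mutant channel to the surface after 24 h compound exposure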
RAD54 inh: inhibitors of human RAD54 branch migration, primary screen, biochemical, fluorescence, single point. 0.14% of 360,000 active. inhibition, % at 10.4 µM. RAD54 Holliday junction branch migration, FAM/BHQ fluorescence;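 active = mean normalized replicate activity at least 40 and at least half of replicates scoring 40 or more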;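 note: 0% = median of neutral control wells and 100% = median of positive control wells; inhibitors cause a drop in the FAM fluorescence signal; in these data hits start at about 50%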
* = called active by the depositor; / = no result given.

1. CCN(CC)S(=O)(=O)c1cc(NC(=O)CO/N=C(\N)c2ccccc2Cl)ccc1C
2. O=C(NNC(=O)C1CC1)c1ccc(-c2ccccc2)cc1
3. Cc1onc(-c2ccccc2)c1C(=O)OCC(=O)Nc1ccc(Cl)cc1
4. Cc1ccnc2nc(C(=O)OCCOc3ccccc3)nn12
5. O=C1C(NS(=O)(=O)c2cccs2)=C(N2CCOCC2)C(=O)c2ccccc21
6. CCOc1ccc(NC(=O)CN(C)C(=O)c2ccccc2CCc2ccccc2)cc1OCC
7. COCC#Cc1cnc2c(c1)C(=O)N([C@H](C)CO)C[C@H](C)[C@@H](CN(C)C(=O)C1CC1)O2
8. CCc1ccc(C2=NN(CCC(=O)NC(C)c3ccc4c(c3)OCCO4)C(=O)CC2)cc1 (stereo unspecified)

screen / no.,1,2,3,4,5,6,7,8
RAD52 anneal inh,-8,-11,2,-7,-2,4,-2,-11
ERAP1 HTS inh,2,0,0,4,1,0,-1,/
GSIS activator,-32,1,-70,7,26,0,1,-8
esBAF inh,4,9,-9,2,-3,5,/,-5
ARNT TACC3 PPI,1,1,9,-1,11,-5,-1,-2
Xi reactivation,-0.2,/,0.4,/,-0.1,0.1,-0.3,/
CFTR F508del cor,-3.0,4.1,-3.5,/,-3.0,-0.1,2.1,0.1
RAD54 inh,5,-3,5,7,-6,-3,2,1

Values in list order from the list:
RAD54 inh, compounds 1–6 → 5, -3, 5, 7, -6, -3

(more compounds)
9. CC(=O)C1=CCC(c2ccccc2)N(S(C)(=O)=O)C1 (stereo unspecified)
10. CC(NC(=O)C[n+]1cccc(Br)c1)c1ccccc1 (stereo unspecified)
11. CC1(C)CN(c2ccc(Br)cc2)C(=O)[C@H]1CC(=O)Nc1ccccc1
12. COC(=O)C1C(=O)C(C(=O)c2ccccc2)C(=O)CC1(C)C (stereo unspecified)
13. O=C(O)CC1=C(Nc2ccccc2)C(=O)N(c2ccccc2)C1c1ccc(Cl)cc1 (stereo unspecified)
14. C[C@H](CO)N1C[C@H](C)[C@@H](CN(C)C(=O)CN2CCOCC2)Oc2ncc(C#C[C@@H](C)O)cc2C1=O
15. CC(C)NC(=O)Nc1ccc2c(c1)C(=O)N([C@@H](C)CO)C[C@@H](C)[C@@H](CN(C)C(=O)Nc1ccccc1)OCCCC[C@@H](C)O2
16. CC(=O)c1cccc(NC(=S)NC(=O)c2ccccc2C)c1

screen / no.,9,10,11,12,13,14,15,16
RAD52 anneal inh,-5,-5,-10,0,-10,-4,7,-11
ERAP1 HTS inh,1,0,1,2,2,5,/,0
GSIS activator,1,5,-14,10,5,21,9,-1
esBAF inh,-1,4,0,-2,49*,-2,/,/
ARNT TACC3 PPI,/,0,/,-2,-6,-3,/,3
Xi reactivation,0.3,0.2,0.0,0.0,1.5,-0.1,0.0,0.3
CFTR F508del cor,1.1,0.1,1.1,1.8,-0.9,-0.3,-2.9,-1.6
RAD54 inh,-6,-2,-1,-13,1,7,-5,/

17. NC(=O)C1(N2CCCCC2)CCN(C(=O)CCCn2c(=O)[nH]c3ccsc3c2=O)CC1
18. O=S(=O)(Nc1ccc(-c2nc3cccnc3s2)cc1)c1ccc(Cl)s1
19. Cc1ccccc1CN1CCc2c(OCC(=O)N3CCCCC3)cccc2C1=O
20. CCc1[nH]nc(C(=O)N2CCCC(C(=O)c3cccc(C(F)(F)F)c3)C2)c1C (stereo unspecified)
21. C=CCN(c1ccccc1C(=O)NCC(=O)O)S(=O)(=O)c1ccccc1C
22. Cn1cc(S(=O)(=O)N2CCNCC2)cc1C(N)=O
23. CO[C@@H]1[C@H](O)CC[C@]2(O)CN(c3ccc(F)cc3)[C@](C)([C@H](O)CC=C(C)C)[C@@H]12
24. O=C(COc1ccc2c(c1)oc(=O)c1ccccc12)NCC1CCC(C(=O)O)CC1 (stereo unspecified)

screen / no.,17,18,19,20,21,22,23,24
RAD52 anneal inh,-7,-22,-12,-5,-24,-18,-10,-30
ERAP1 HTS inh,0,-32,6,-4,3,1,-1,-48
GSIS activator,1,/,-9,-29,/,7,-1,6
esBAF inh,-6,30,/,12,-2,2,/,-2
ARNT TACC3 PPI,-7,-4,2,-23,-2,-20,/,34
Xi reactivation,0.0,0.3,-0.1,0.0,0.0,0.1,-0.1,/
CFTR F508del cor,-2.1,0.4,-1.4,0.2,-1.3,-0.3,0.1,-0.2
RAD54 inh,12,-15,/,-10,14,6,/,-1

Some of the entries so far, with values under each structure:
Value order – RAD52 anneal inh	ERAP1 HTS inh	GSIS activator	esBAF inh	ARNT TACC3 PPI	Xi reactivation	CFTR F508del cor	RAD54 inh
[17] NC(=O)C1(N2CCCCC2)CCN(C(=O)CCCn2c(=O)[nH]c3ccsc3c2=O)CC1
  -7	0	1	-6	-7	0.0	-2.1	12
[18] O=S(=O)(Nc1ccc(-c2nc3cccnc3s2)cc1)c1ccc(Cl)s1
  -22	-32	/	30	-4	0.3	0.4	-15
[19] Cc1ccccc1CN1CCc2c(OCC(=O)N3CCCCC3)cccc2C1=O
  -12	6	-9	/	2	-0.1	-1.4	/

Next section:
25. CCOc1ccccc1NC(=O)CCCNC(=O)c1ccc(Cl)cc1
26. Cc1ccc2nc(NCc3ccccc3)[nH]c2c1
27. O=C(C[C@H]1CC[C@H]2[C@@H](COC[C@@H](O)CN2C(=O)c2ccccc2)O1)Nc1ccccc1
28. CC(C)C(NC(=O)c1c(F)cccc1F)C(=O)OCN1C(=O)c2ccccc2C1=O (stereo unspecified)
29. O=C(Nc1cccc2c1N(C(=O)c1ccco1)CCC2)c1ccco1
30. CCc1ccccc1NC(=O)COc1ccc2c(=O)c(Oc3cc(C)ccc3C)coc2c1
31. Cc1nc(Cn2c3ccc(NC(=S)NC4CCCCC4)cc3c(=O)n2C)cs1
32. CCNC(=O)NC(=O)C(C)OC(=O)C1CCN(S(=O)(=O)c2ccccc2C(=O)OC)CC1 (stereo unspecified)

screen / no.,25,26,27,28,29,30,31,32
RAD52 anneal inh,-5,/,-5,-13,-2,-19,-4,-2
ERAP1 HTS inh,5,/,0,-1,-6,0,-10,-2
GSIS activator,11,27,0,-5,-6,-12,-19,0
esBAF inh,1,-17,3,-2,-9,/,2,1
ARNT TACC3 PPI,3,-5,-7,0,7,-3,/,-3
Xi reactivation,0.0,/,0.1,0.3,-0.1,0.1,0.1,0.6
CFTR F508del cor,0.9,/,-2.5,1.6,1.9,/,-4.7,-0.9
RAD54 inh,-3,12,5,9,-22,/,9,-7

33. O=C(Nc1cc(Cl)cc(Cl)c1)c1cccc(OC(F)F)c1
34. CC(C1CC1)N(C(=O)c1ccccc1[N+](=O)[O-])c1ccccc1 (stereo unspecified)
35. COc1ccccc1CNS(=O)(=O)c1ccc2c(c1)NC(=O)C(C)S2 (stereo unspecified)
36. Cn1cccc1C(=O)OCC(=O)Nc1ccc2c(c1)OCCO2
37. Cc1nc(CN(C)c2ncnc3ccc(-c4ccc5c(c4)OCO5)cc23)cs1
38. O=C(c1ccc(-n2c(SCc3cc(F)ccc3F)nc3ccccc3c2=O)cc1)N1CCOCC1
39. C=C(CCO)C1=CCN(S(=O)(=O)C(C)(C)C)[C@@H]1CCO
40. CCC1CCCCN1S(=O)(=O)c1ccccc1 (stereo unspecified)

screen / no.,33,34,35,36,37,38,39,40
RAD52 anneal inh,/,8,-2,-15,-12,-20,-4,6
ERAP1 HTS inh,/,1,-3,1,1,1,0,1
GSIS activator,-20,-13,-10,11,-20,-3,1,3
esBAF inh,15,5,5,/,43*,/,-7,-2
ARNT TACC3 PPI,-15,-10,-38,-7,/,-3,-2,-2
Xi reactivation,/,0.1,0.1,-0.1,-0.1,0.2,0.0,0.0
CFTR F508del cor,/,-0.4,-0.8,-1.6,-0.8,0.0,1.9,-2.4
RAD54 inh,3,4,-8,/,6,4,-7,2

41. CO[C@H]1CN(C)C(=O)c2ccc(NC(=O)C3CC3)cc2OC[C@H](C)N(C(=O)Cc2ccccn2)C[C@H]1C
42. CCN1CCN(P2(=O)C=C(c3ccccc3)OC(c3ccccc3)=C2)CC1
43. COc1ccc(/C=C(/NC(=O)c2ccco2)C(=O)N2CCOCC2)cc1
44. Cc1onc(-c2c(Cl)cccc2Cl)c1NC(=O)NNc1ccccn1
45. COc1ccc2c3c(n(C)c2c1)[C@H](CO)N(C(=O)Nc1ccc(F)cc1)CC31CCN(S(=O)(=O)c2cccc(C)c2)CC1
46. CN(C)c1ccc2c(c1)[C@H]1C[C@H](CC(=O)NCCN3CCCCC3)O[C@H](CO)[C@H]1O2
47. O=C(CCN1C(=O)/C(=C/c2ccco2)SC1=S)Nc1ccc(C(=O)O)c(O)c1
48. CCOC(=O)c1cnc2cc(C)nn2c1C

screen / no.,41,42,43,44,45,46,47,48
RAD52 anneal inh,1,-1,-2,-9,1,56*,-365,/
ERAP1 HTS inh,-3,18,0,-2,2,0,6,/
GSIS activator,2,24,2,3,2,11,-3,23
esBAF inh,1,4,-1,/,/,-4,1,-13
ARNT TACC3 PPI,-9,-3,3,-1,/,7,16,-6
Xi reactivation,-0.4,/,0.0,0.1,0.0,0.4,0.4,/
CFTR F508del cor,2.3,-1.8,6.2,2.4,5.5,1.2,/,/
RAD54 inh,-3,-3,3,/,/,38,-87,-7

49. COCCNC(=O)CN(C(=O)c1ccc(N2CCCC2)nc1)c1ccccc1
50. CN(C)S(=O)(=O)Oc1ccc(C(=O)Nc2ccc([N+](=O)[O-])cc2)cc1
51. CCCCC(CC)COC(=O)C(C#N)=C(c1ccccc1)c1ccccc1 (stereo unspecified)
52. Cc1noc(C)c1NC(=O)Nc1ccc2c(c1)CC(=O)N([C@@H](C)CO)C[C@H](C)[C@@H](CN(C)Cc1ccc(-c3ccccc3)cc1)O2
53. O=C(Nc1ccccc1F)N1C[C@H]2[C@@H](c3ccccc31)[C@H](CO)N2C(=O)c1ccccc1F

screen / no.,49,50,51,52,53
RAD52 anneal inh,-21,-17,-3,15,-26
ERAP1 HTS inh,-1,-2,5,2,0
GSIS activator,-4,-4,-6,-11,-5
esBAF inh,/,3,-12,-5,15
ARNT TACC3 PPI,21,3,/,/,0
Xi reactivation,0.3,0.0,/,-1.0,0.4
CFTR F508del cor,0.2,-0.7,2.3,-0.7,-0.2
RAD54 inh,/,11,1,/,8
